Vif-A3F inh – inhibitors of Vif-A3F interaction; HeLa A3F-eYFP + Vif (tagged APOBEC3F with the HIV-1 protein that degrades it), YFP fluorescence increase; Potency, µM (doses to about 46.1 µM), without a hit: top-dose activity, negative = active; actives 0.2% (n = 390,000); AID 602313; further: potency means the concentration at half of the fitted maximal effect; % of control where 0% means no effect; nearly all actives have a fitted effect of over 65% in size
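HeLa cells stably expressing A3F-eYFP plus Vif, plated and incubated overnight at 37 deg C, then exposed to compounds overnight at 37 deg C. Blocked degradation read as raised yellow fluorescence (Ex 488/Em 500-530).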
Glioma ERSR ind – inducers of ER stress response in human glioma cells; U87-MG GRP78 promoter luciferase reporter, 16 h; Potency, µM, without a hit: at the top dose activation, actives largely listed as activators; actives 0.02% (n = 420,000); further: potency means the concentration at half of the fitted maximal effect; series mostly up to about 76 µM; % of control where 0% means no effect; nearly all actives have a fitted effect of over 35% in size
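Stably transfected U87-MG human glioma cells carrying a GRP78-based luminescent sensor were seeded at 1000 cells/well, pin-dosed with compounds and incubated 16 h. Luciferase reagent was then added, and end-point luminescence was read after 10 min at room temperature.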
D1 antagonist – antagonists of human D1 dopamine receptor | AID 504652 | activity change, negative = inhibition, % at 10 µM | HEK293 TREx D1 cells, calcium flux, dopamine EC80; stronger effect = lower value | P21728 | actives 3.2% (n = 360,000); in the data active means activity change below about -30%; further: on the % scale 0 is the no-effect control and ±100 the full control effect
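After overnight tetracycline induction at 30 C, force-coupled D1 HEK293 cells took up a no-wash calcium dye at room temperature. Compounds were added and monitored 180 s, and the response to EC80 dopamine was then recorded.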
Vif-A3G inh – Vif-A3G binding inhibition. actives 0.076% (n = 410,000). Q9HC16. HeLa A3G-eYFP + Vif (tagged APOBEC3G with the HIV-1 protein that degrades it), YFP fluorescence, overnight. Potency, µM (series often up to 46.1 µM), for the others: at the top dose activity, negative = active, most hits filed as inhibitors;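 further: potency means the concentration at half of the fitted maximal effect; on the % scale 0 is the no-effect control and ±100 the full control effect; nearly all actives have a fitted effect of over 60% in size; hits raise eYFP signal because A3G escapes Vif-driven loss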
Target sequence (Q9HC16 whole entry, looked up): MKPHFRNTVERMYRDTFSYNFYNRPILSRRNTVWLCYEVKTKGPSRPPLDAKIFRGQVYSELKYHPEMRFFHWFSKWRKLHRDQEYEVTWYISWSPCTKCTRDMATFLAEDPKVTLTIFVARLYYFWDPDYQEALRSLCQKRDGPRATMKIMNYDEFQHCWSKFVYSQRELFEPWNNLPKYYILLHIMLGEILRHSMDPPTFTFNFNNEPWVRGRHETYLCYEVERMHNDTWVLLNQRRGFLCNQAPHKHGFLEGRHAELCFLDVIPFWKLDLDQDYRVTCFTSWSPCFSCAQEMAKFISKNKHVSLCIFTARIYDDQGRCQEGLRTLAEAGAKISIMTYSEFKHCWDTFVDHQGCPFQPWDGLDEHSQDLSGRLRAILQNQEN
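Read-out is eYFP fluorescence (Ex 488/Em 500-530) from Vif-expressing HeLa A3G-eYFP cells; more signal means A3G escaped Vif-mediated degradation. Cells plated overnight, compound pinned in, incubated overnight at 37 deg C.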
D2 potentiator – D2 dopamine receptor (human) potentiation. AID 485347. P14416. actives 0.34% (n = 340,000). potentiation, % at 10 µM. HEK293 T-REx D2, calcium flux, EC20 dopamine potentiation;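 active means potentiation over 3 SD above the plate norm, cut at about 30% in these data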; further: 0% is about no effect
Target sequence (P14416 whole entry, looked up): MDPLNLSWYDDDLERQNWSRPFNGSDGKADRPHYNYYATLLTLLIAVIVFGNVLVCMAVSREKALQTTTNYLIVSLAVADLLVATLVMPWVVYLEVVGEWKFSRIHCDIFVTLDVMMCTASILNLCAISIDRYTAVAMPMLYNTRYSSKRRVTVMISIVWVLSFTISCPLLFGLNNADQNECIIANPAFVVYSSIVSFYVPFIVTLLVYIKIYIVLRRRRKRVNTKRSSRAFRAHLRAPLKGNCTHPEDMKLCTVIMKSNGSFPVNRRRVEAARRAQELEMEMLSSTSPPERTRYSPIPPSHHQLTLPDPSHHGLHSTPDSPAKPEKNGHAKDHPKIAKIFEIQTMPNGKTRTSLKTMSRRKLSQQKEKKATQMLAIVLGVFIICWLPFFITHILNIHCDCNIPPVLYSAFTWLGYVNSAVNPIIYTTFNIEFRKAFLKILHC
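Using a no-wash calcium dye in inducible, force-coupled HEK293 Trex cells expressing D2, we tracked fluorescence each second for 180 s after compound, then for 180 s after EC20 dopamine to detect augmented signalling.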
D1 potentiator – human D1 dopamine receptor positive modulation. actives 0.036% (n = 360,000). P21728. potentiation, % at 10 µM. HEK293 TREx D1 cells, calcium flux, dopamine EC20 potentiation; in the data active means potentiation above about 30%; further: 0% is about no effect
RXFP1 agonist – agonists of human relaxin receptor RXFP1; Q9HBX9; HEK293T-RXFP1 cAMP TR-FRET, 30 min; response scale: percent of porcine relaxin response, buffer zero; Potency, µM (titrated, usually from 57.5 µM), for the others: at the top dose activation, hits mostly activators; actives 0.3% (n = 370,000); AID 2676; further: potency means the concentration at half of the fitted maximal effect; on the % scale 0 is the no-effect control and ±100 the full control effect; nearly all actives have a fitted effect of over 60% in size; many of its hits are not listed in these tables
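HEK293T cells stably expressing RXFP1 were pretreated with the PDE4 inhibitor Ro 20174, exposed to compounds for 30 min at 37C, lysed, and cAMP was read by TR-FRET. Data normalized to buffer (basal) and 29 nM porcine relaxin (100%).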
D1 agonist – agonists of human D1 dopamine receptor. HEK293 T-REx D1 cells, calcium flux, agonist mode. activation, % at 2 µM. actives 1% (n = 360,000); in the data active means activation above about 30%; further: 0% is about no effect
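Inducible HEK293 T-REx D1 cells, force-coupled to calcium signalling, were plated at 4000 cells/well with tetracycline and held overnight at 30 C. After no-wash calcium dye loading, compound-evoked calcium rise over 180 s flagged agonists.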
RXFP1 antagonist – blocks the human relaxin receptor RXFP1; AID 1259400; activity change, negative = inhibition, % at 57.5 µM; actives 0.59% (n = 350,000); HEK293-RXFP1, relaxin-stimulated cAMP HTRF, 30 min; stronger effect = lower value; Q9HBX9;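 active means activity change of -60% or lower, but not beyond a set lower limit; inconclusive means change between -60% and -40%, or beyond the set limit; inactive means change above -40%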; further: on the % scale 0 is the no-effect control and ±100 the full control effect
An asterisk follows results filed as active; ? = inconclusive; / = no result given. Unless noted, the call rests on the fitted dose curve; in most records, active means well fitted curve in the direction sought with a large enough effect; inconclusive means small, poorly fitted or top-dose-only effect, or another doubt; inactive means no such curve, though single readings can be large; an effect the other way counts as inactive or inconclusive. An excerpt; rates above refer to the full screens.

#1 COc1cc(NC(=O)C2CC(c3c(F)cccc3Cl)=NO2)cc(OC)c1OC (configuration not stated)
#2 COc1ccccc1-c1cc(C(F)(F)F)nc(S(=O)(=O)CCCC(=O)Nc2cc(C)ccc2O)n1
#3 CC(/C=N/NC(=O)c1cccs1)=C\c1ccccc1
#4 Cc1ccc(-c2cc(C(=O)N3CCOCC3)c3ccccc3n2)cc1
#5 Cc1ccccc1CN(C)C(C)C(=O)NCc1ccccc1 (configuration not stated)
#6 CCN1C(=O)[C@H]2[C@@H](c3ccc(-c4ccc(F)cc4)c(OC)c3)N[C@@](C)(C(=O)OC)[C@H]2C1=O
#7 COc1ccc(S(=O)(=O)N2CCCC2)cc1Br
#8 Cc1cc(N/N=C/c2ccco2)c2ccccc2n1
#9 Cc1nnc(SCC(=O)Nc2c(Cl)cccc2Cl)[nH]c1=O
#10 O=C(Nc1ccc([N+](=O)[O-])cc1)Nc1ccc(N2CCOCC2)c2nonc12

screen / no.	1	2	3	4	5	6	7	8	9	10
Vif-A3F inh	1%	-1%	1%	3%	-29%	2%	2%	-6%	0%	-19%
Glioma ERSR ind	-4%	-2%	-3%	3%	8%	-3%	-3%	-2%	-2%	-3%
D1 antagonist	-39*	0	-5	8	-7	-3	-29	-9	-8	-7
Vif-A3G inh	-7%	2%	-4%	-2%	4%	1%	1%	2%	5%	-4%
D2 potentiator	-5	1	/	3	4	-6	-6	-1	-25	17
D1 potentiator	-7	1	-4	-6	-5	-8	-3	-1	6	-3
RXFP1 agonist	0.9%	1.4%	-1.5%	0.0%	0.8%	1.2%	2.2%	-0.4%	-0.4%	1.6%
D1 agonist	20	2	1	2	4	-1	3	8	0	6
RXFP1 antagonist	-11	-12	-39	-3	-6	/	-3	1	/	-1

#11 O=C(OCC(=O)N1CCOCC1)c1cc(-c2ccccc2)nc2ccccc12
#12 CCOc1ccc(NC(=O)Cn2c(=O)cc(C)c3c(C)nn(C)c32)cc1
#13 N=c1c2c(-c3ccccc3)c(-c3ccccc3)n(Cc3ccco3)c2ncn1CCCn1ccnc1
#14 CCOc1ccc(NC(=O)CN(C)C(=O)C2CCN(c3ncnc4sc(C)c(C)c34)CC2)cc1OCC
#15 O=c1c2c(nc3n1CCCCC3)-c1ccccc1CC21CCCC1
#16 CCOC(=O)c1c(C)[nH]c(C(=O)CSc2nccc(C)n2)c1C
#17 O=C(c1ccco1)N1CCN(C(=O)C2c3ccccc3Oc3ccccc32)CC1
#18 COC(=O)c1c(C)[nH]c(C)c1-c1ccc(C)cc1
#19 NC(=S)NN=C1CCCCC12CCCC2
#20 O=C(NCC1COCCO1)C1CCN(S(=O)(=O)c2ccccc2)CC1 (configuration not stated)

screen / no.	11	12	13	14	15	16	17	18	19	20
Vif-A3F inh	-8%	-6%	-29%	1%	-3%	-4%	6%	/	-20%	4%
Glioma ERSR ind	6%	-2%	-7%	-6%	-1%	2%	0%	-1%	-1%	-1%
D1 antagonist	/	-18	16	-24	15	3	13	1	/	11
Vif-A3G inh	-5%	3%	-8%	3%	3%	2%	2%	4%	-7%	-4%
D2 potentiator	/	-8	5	14	6	20	-1	-2	/	-6
D1 potentiator	/	-6	-2	0	4	2	4	-2	/	-2
RXFP1 agonist	/	0.8%	2.0%	-0.6%	3.0%	?	0.1%	1.2%	/	-0.2%
D1 agonist	/	12	14	1	4	3	2	1	/	-1
RXFP1 antagonist	-16	/	-15	-7	-1	4	-2	-19	-10	-21

#21 O=C(N/N=C/c1cccc(Br)c1)c1ccc(N2CCCC2=O)cc1
#22 Cc1noc(C)c1CSCC(=O)OCC(=O)Nc1sccc1C#N
#23 COc1ccc(NC(=O)Cn2c(=O)oc3cc(S(=O)(=O)NC(C)C)ccc32)cc1OC
#24 COc1ccc(N2C(=O)C(Cl)=C(N(CCO)Cc3ccccc3)C2=O)cc1
#25 Cc1ccc(C(=O)N2CCCC2)cc1S(=O)(=O)N1CCOCC1
#26 Cc1ccc(S(=O)(=O)Nc2ccc3c4c(cccc24)CC3)c(C)c1
#27 Cc1nc2ccc(Cl)cc2c(-c2ccccc2)c1CC(=O)O
#28 COc1ccc(CNC(=O)c2ccc(NC(=O)N3CCSc4ccccc43)cc2)cc1
#29 O=C(CCNS(=O)(=O)c1ccc(Cl)cc1)N1CCN(Cc2ccccc2)CC1
#30 CCC(C)NC(=O)c1ccc2nc(Cc3ccccc3)oc2c1 (configuration not stated)

screen / no.	21	22	23	24	25	26	27	28	29	30
Vif-A3F inh	19%	1%	9%	4%	5%	-11%	4%	6%	-5%	-3%
Glioma ERSR ind	-1%	-4%	-1%	-4%	-2%	-6%	-1%	-5%	-1%	-2%
D1 antagonist	-2	0	-4	-5	11	/	13	-2	6	-11
Vif-A3G inh	-23%	0%	2%	-2%	1%	?	-4%	-3%	3%	-7%
D2 potentiator	-6	-1	18	3	1	/	/	-3	-2	-10
D1 potentiator	-4	1	-6	-1	6	/	-6	-2	-7	2
RXFP1 agonist	-2.3%	2.1%	0.1%	2.6%	-0.8%	/	7.4%	-0.5%	-0.4%	2.5%
D1 agonist	5	3	1	2	7	/	5	3	4	1
RXFP1 antagonist	-5	1	-7	3	-4	-2	6	-11	-4	-20

#31 COc1ccc(OC)c(NC(=O)CSc2sc3c(O)cc(=O)[nH]c3c2C#N)c1
#32 COc1cc(OC)c(NC(=O)c2nnn(Cc3ccc(C)cc3)c2N)cc1Cl
#33 O=C(CCCSc1nc(-c2ccco2)cc(C(F)(F)F)n1)Nc1ccc2c(c1)OCO2
#34 COC(=O)Cn1c(=NC(=O)C2CC2)sc2c(C)cc(C)cc21
#35 CCn1cc(Cl)c(C(=O)Nc2nccs2)n1
#36 O=C(NCc1ccc(Cl)cc1Cl)C1CC(=O)N(Cc2ccccc2)C1 (configuration not stated)
#37 CC(=O)N/N=C/c1cc(C(C)(C)C)cc(/C=N/NC(C)=O)c1O
#38 O=C1NCCN(Cc2ccoc2)C1CC(=O)N(Cc1ccccc1)CC1CCC1 (configuration not stated)
#39 CC(C)(C)c1ccc(/C=C/C(=O)N2CCc3ccccc3C2)cc1
#40 CCOC(=O)C1CCCN(C(=O)c2cc3cc(F)ccc3[nH]2)C1 (configuration not stated)

screen / no.	31	32	33	34	35	36	37	38	39	40
Vif-A3F inh	4%	-3%	/	0%	-8%	-2%	22µM*	-5%	-7%	-2%
Glioma ERSR ind	-2%	-3%	-7%	-1%	2%	-2%	-8%	-6%	4%	1%
D1 antagonist	1	8	6	/	-17	-31*	-9	-9	9	-24
Vif-A3G inh	0%	2%	2%	0%	-6%	0%	13µM*	1%	1%	0%
D2 potentiator	-8	5	-18	/	8	4	8	-5	-14	9
D1 potentiator	-3	1	-5	/	-7	-2	8	2	-1	-7
RXFP1 agonist	4.4%	-1.5%	3.7%	/	-2.0%	0.2%	0.0%	-0.9%	-0.3%	-1.1%
D1 agonist	1	10	0	/	7	-2	36*	1	-1	8
RXFP1 antagonist	-14	-5	14	0	0	20	-1	5	1	-4

#41 O=C(Cn1cnc2cc([N+](=O)[O-])ccc2c1=O)N(Cc1ccccc1)C1CCS(=O)(=O)C1 (configuration not stated)
#42 Cc1ccc(CSCCNC(=O)/C=C/c2ccc(Cl)cc2)cc1
#43 O=C(NC1CCCCC1)N(c1ccccc1)c1nnc(-c2cccc([N+](=O)[O-])c2)s1
#44 Cc1ccc(CSCc2ccc(C(=O)NCCC(C)C)o2)cc1
#45 CCc1cc2c(=O)nc3n(c2s1)Cc1ccccc1/C3=C(/O)c1ccccc1Cl
#46 CCc1ccc(NC(=O)c2ccc(NC(=O)C3CCCO3)cc2)cc1 (configuration not stated)
#47 Cc1cccc(-c2ncc(CN3CCN(CCC(C)C)C(CCO)C3)cn2)c1 (configuration not stated)
#48 O=S(=O)(c1ccccc1)C(Br)S(=O)(=O)c1ccccc1

screen / no.	41	42	43	44	45	46	47	48
Vif-A3F inh	-4%	-14%	-7%	0%	-17%	1%	7%	-4%
Glioma ERSR ind	-2%	-3%	2%	-8%	-2%	-5%	1%	-7%
D1 antagonist	1	-16	/	-6	27	2	-6	/
Vif-A3G inh	0%	0%	-11%	1%	-1%	1%	-1%	2%
D2 potentiator	26	-2	/	-11	6	0	1	/
D1 potentiator	1	-5	/	1	-1	-5	-2	/
RXFP1 agonist	2.9%	5.1%	/	-1.5%	-0.1%	2.0%	-3.1%	/
D1 agonist	0	-1	/	2	-3	4	4	/
RXFP1 antagonist	-7	-9	0	-21	6	-10	-11	5

Part of the list above, as tab-separated lines:
item	mol	Vif-A3F inh	Glioma ERSR ind	D1 antagonist	Vif-A3G inh	D2 potentiator	D1 potentiator	RXFP1 agonist	D1 agonist	RXFP1 antagonist
41	O=C(Cn1cnc2cc([N+](=O)[O-])ccc2c1=O)N(Cc1ccccc1)C1CCS(=O)(=O)C1 (configuration not stated)	-4%	-2%	1	0%	26	1	2.9%	0	-7
42	Cc1ccc(CSCCNC(=O)/C=C/c2ccc(Cl)cc2)cc1	-14%	-3%	-16	0%	-2	-5	5.1%	-1	-9
43	O=C(NC1CCCCC1)N(c1ccccc1)c1nnc(-c2cccc([N+](=O)[O-])c2)s1	-7%	2%	/	-11%	/	/	/	/	0
44	Cc1ccc(CSCc2ccc(C(=O)NCCC(C)C)o2)cc1	0%	-8%	-6	1%	-11	1	-1.5%	2	-21
45	CCc1cc2c(=O)nc3n(c2s1)Cc1ccccc1/C3=C(/O)c1ccccc1Cl	-17%	-2%	27	-1%	6	-1	-0.1%	-3	6
46	CCc1ccc(NC(=O)c2ccc(NC(=O)C3CCCO3)cc2)cc1 (configuration not stated)	1%	-5%	2	1%	0	-5	2.0%	4	-10
47	Cc1cccc(-c2ncc(CN3CCN(CCC(C)C)C(CCO)C3)cn2)c1 (configuration not stated)	7%	1%	-6	-1%	1	-2	-3.1%	4	-11
48	O=S(=O)(c1ccccc1)C(Br)S(=O)(=O)c1ccccc1	-4%	-7%	/	2%	/	/	/	/	5

Screens as filed in PubChem BioAssay.
